Source: PubChem BioAssay
CSM14.1 death rescue: rescue of cells from ER stress-induced death, primary screen, 384-well, CSM14.1, thapsigargin, ATP luminescence (AID 1222); CSM14.1 thapsigargin-induced death rescue, ATP luminescence; higher % means a stronger effect; one-dose cellular ATP content (survival), % at 20 µM; EC50 in µM for titrated hits; 190,000 tested, under 10 active;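 active = EC50 below 50 µM in the dose-response confirmation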;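 also: death triggered by thapsigargin at about 15 µM added after 2 h compound pretreatment; cell ATP read after overnight thapsigargin exposure of roughly 18 to 22 hours; normalized against plate controls of thapsigargin alone and 5% DMSO vehicle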
Autophagy mod: autophagy modulators in MEF cells, primary screen, imaging, high-content, MEF GFP-LC3 | MEF GFP-LC3 puncta imaging; test concentration mostly 10 µM | calls only at 10 µM (by protocol) | hit rate 0.98% among 190,000 | AID 463193, 2010;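 active = percentage of spot-positive cells more than 3 SD above its plate mean, without a fluorescence outlier flag or 80% toxicity; inconclusive = no clear call, values can overlap the other calls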;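 also: spot-positive cell cutoff set from DMSO-treated cells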
Insulin prom up: insulin promoter activators in MIN6 cells, imaging, high-content screening, mouse beta cells; MIN6 insulin promoter-GFP reporter; active compounds read high; z-score at 5 µM; hit rate 0.3% among 190,000;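 active = z-score above 3 at 5 µM with at least 500 cells counted in the well; inconclusive = wells under 500 cells, flagged as cytotoxic or low count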
MT stabilizer: microtubule stabilizers in HeLa cells, primary screen, imaging, high-content imaging | HeLa tubulin immunostaining HCS, 24 h; share of cells brighter than vehicle mean+2SD | % tubulin-high responders, % at 10 µM | hit rate 0.83% among 200,000;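 active = plate Z-score above 3 for both tubulin-high and condensed-nucleus cell shares, with cell loss under 80%, at 10 µM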;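 also: anti alpha tubulin signal scored within the nucleus-defined area of each cell; some results filed as inactive read as strong as hits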
M17LAP inhibition: P. falciparum M17LAP inhibitors, primary screen, biochemical, fluorogenic H-Leu-NHMec substrate, 1536-well (AID 1619); Leucine aminopeptidase (Plasmodium falciparum (isolate 3D7)); recombinant M17LAP, H-Leu-NHMec fluorogenic kinetic assay; higher % means a stronger effect; inhibition, % at 30 µM, or IC50 in µM where a hit was titrated; hit rate 0.38% among 220,000;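 active = compound inhibiting the enzyme by more than half at any dose during confirmatory dose-response retesting; inconclusive = strong single-dose inhibitors picked by rank but not retested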;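 also: plate controls were full reaction with DMSO carrier for no effect and no enzyme background for full effect; strong numbers were not always called active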
P. falciparum M1AAP: P. falciparum M1AAP inhibitors, biochemical, fluorogenic H-Leu-NHMec substrate, 1536-well (AID 1445) | hit rate 0.42% among 220,000 | recombinant M1AAP, H-Leu-NHMec fluorogenic kinetic assay; higher % means a stronger effect | inhibition, % at 30 µM; hits with a dose series show IC50 in µM | Aminopeptidase N (Plasmodium falciparum (isolate 3D7));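 active = primary inhibition above the hit cutoff, then over 50% inhibition at one or more dose response concentrations, cut at about 23% in these data, passing the limit was not always enough; inconclusive = conflicting primary data, or primary hits not chosen for dose response; inactive = low primary inhibition, or under 50% at every dose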;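 also: plate controls were DMSO full reaction for no effect and no enzyme background for full effect; strong numbers were not always called active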
bCat nuc transl: modulators of beta-catenin nuclear translocation, primary screen, imaging, HeLa cells, immunofluorescence, high-content | nuclear translocation activity, % at 5 µM | hit rate 0.3% among 190,000 | AID 1665, 2009;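 active = nuclear translocation activity above 50% at 5 µM, with a well cell count of 50 or more; inconclusive = wells under 50 cells across six images, flagged as toxic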;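 also: per-cell ratio of nuclear to cytoplasmic median beta-catenin stain intensity; plate controls were DMSO negative control for no effect and GSK-3 inhibitor IX positive control for full effect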
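System: Human HeLa cells, endogenous beta-catenin | Compound dosing: 5 µM primary, 0.02–20 µM confirmation | Timing: 24 h compound exposure at 37°C, 5% CO2 | Measured by: Fluorescence imaging of beta-catenin antibody stain plus DAPI | Read-out basis: % activation of per-cell nuclear versus cytoplasmic median beta-catenin signal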
UTI89 phage lysis: inhibition of K1F phage lysis, E. coli UTI89, bacterial capsule biogenesis inhibitors, alamar blue (AID 488966) | E. coli UTI89 K1F phage lysis, alamar blue, 2 h; higher % means a stronger effect | inhibition, % at 100 µM; hits with a dose series show IC50 in µM | hit rate 0.02% among 340,000;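 active = phage lysis inhibition, versus mean bacterial control, above a set limit; inconclusive = no clear call, values can overlap the other calls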;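 also: capsule biogenesis inhibitors block K1F phage lysis so surviving cells raise fluorescence; higher fluorescence means more inhibition of phage lysis; actives were called in the ten point dose series up to 300 µM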
Dynein transport: inhibitors of GR-EGFP nuclear translocation, primary screen, dynein cargo transport inhibitor project, imaging, high-content, 3617.4 mouse cells; test concentration mostly 20 µM; stimulated with dexamethasone, 1 µM; active compounds read low; z-score, hits read low; hit rate 0.47% among 220,000; AID 1381, 2008;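 active = plate z-score of nuclear minus cytoplasmic receptor signal below a set negative limit, without overly bright fluorescence or cell loss, cut at about -3.5 in these data, passing the limit was not always enough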;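 also: z-score of nuclear minus cytoplasmic ring GR-EGFP intensity difference per well; some compounds called inactive have numbers as strong as hits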
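Buffer or medium – tet-free medium with charcoal-stripped serum · Signal – automated 10x imaging of fixed Hoechst-stained cells · Also added – dexamethasone agonist, 1.0 µM final, for 30 min · Incubation – induction 48 h, compound 1 h, agonist 30 min · Read-out – GR-EGFP nuclear translocation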
Dynein transport cytoplasmic EGFP: further read-out of Dynein transport, marked with its call; z-score; measured here: cytoplasmic GR-EGFP intensity; active compounds read high
Dynein transport nuclear GR-EGFP: further read-out of Dynein transport, marked with its call; z-score; measured here: nuclear GR-EGFP intensity;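 lower value marks the stronger effect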
Dynein transport cell count: second read-out of Dynein transport, no call of its own (marks repeat the call); z-score; measured here: cell count per field
Insulin prom up cell count: recorded beside Insulin prom up, whose call it bears; cell count; measured here: cytotoxicity, nuclei count;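 total cells summed across four imaged fields per well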
bCat nuc transl cell count 5 µM: also measured in bCat nuc transl; calls as there; cell count; measured here: cell count, cytotoxicity flag
MT stabilizer Hoechst-high %: second read-out of MT stabilizer, no call of its own (marks repeat the call); % Hoechst-high responders; measured here: nuclear condensation Hoechst responders;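 share of cells brighter than vehicle mean plus two SD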
MT stabilizer cytotoxicity %: recorded beside MT stabilizer, whose call it bears; toxicity, %; measured here: cytotoxicity by cell density;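 0% = mean cell density of plate MIN control wells and 100% = no cells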
Autophagy mod cell loss 18 h: also measured in Autophagy mod; calls as there; toxicity, %; measured here: cell loss, nuclei count;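 cell loss after 18 h compound exposure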
Starred values were filed as active, the others as inactive; i = inactive; ? = inconclusive; . = not tested or not shown; [ ] = remark or other dose.

SMILES	CSM14.1 death rescue	Autophagy mod	Autophagy mod cell loss 18 h	Insulin prom up	Insulin prom up cell count	MT stabilizer	MT stabilizer Hoechst-high %	MT stabilizer cytotoxicity %	M17LAP inhibition	P. falciparum M1AAP	bCat nuc transl	bCat nuc transl cell count 5 µM	UTI89 phage lysis	Dynein transport	Dynein transport cytoplasmic EGFP	Dynein transport nuclear GR-EGFP	Dynein transport cell count
COc1ccc(NS(=O)(=O)c2ccc3oc(=S)[nH]c3c2)cc1	.	.	.	-0.08	1095	.	.	.	18.9%	-0.2%	1.1	1286	0.2%	0.599	-0.288	0.352	0.353
C=CCNC(=O)C(=O)NCCCN1CCOCC1	0.6%	i	-5.1	-0.5	1565	2.1	2.4	8.9	3.5%	8.6%	0.3	1451	0.3%	-0.468	-0.335	-0.511	1.05
C=CCn1c(SC2CCOC2=O)nc2scc(C3CC3)c2c1=O (stereo unspecified)	-2.6%	i	-48.8	-0.4	879	5.3	2.4	12.6	13.7%	5.3%	-5.6	1185	-0.4%	-0.0582	0.308	0.107	0.311
O=C(Cn1cnc2c(nnn2-c2ccccc2)c1=O)N1CCC(Cc2ccccc2)CC1	-1.2%	i	23.8	0.44	1743	2.0	2.5	7.1	14.6%	0.8%	-0.9	1064	0.1%	0.757	0.105	0.55	-1.49
O=C(NCc1cccnc1)c1ccccc1NS(=O)(=O)c1ccc(F)cc1F	.	.	.	-0.18	1076	.	.	.	11.5%	4.7%	0.7	1321	-0.2%	-0.907	-0.246	-0.395	0.82
CCCS(=O)(=O)NCCc1cc2ccc(C)cc2[nH]c1=O	-1.2%	i	1.2	.	.	4.2	2.1	6.7	7.5%	-0.7%	-0.1	804	2.2%[50 µM]	-0.0248	-0.214	-0.0209	1.05
Cc1nnc(SCC(=O)NC(=O)NC(C)C)s1	0.1%	i	14.8	-1.11	1502	2.5	0.9	10.4	-3.6%	4.5%	-2.9	1141	-0.5%	0.211	-0.169	0.00507	-0.315
COc1ccc(CNC(=O)c2cnn3c(C(F)F)cc(C)nc23)cc1	-2.1%	i	-2.2	.	.	3.8	2.2	6.2	-2.3%	0.6%	-0.8	1217	1.1%	1.39	-0.226	0.61	-0.366
CCCC(=O)C1=C(O)C(C(=O)OC)C(C)(C)CC1=N (stereo unspecified)	-0.1%	i	16.6	0.53	1306	3.6	1.7	1.6	-0.3%	-0.2%	-5.6	971	0.2%	-0.673	-0.0352	-0.485	1.42
COc1cccc(OC(=O)c2cc3ccccc3oc2=O)c1	.	i	-12.8	-0.1	1338	3.1	2.7	8.9	2.4%	-2.2%	1.4	989	1.1%	1.4	-0.307	0.596	-1.29
Cc1cc(-c2nc(C)c(C(=O)NNC(=O)NC(C)C)s2)no1	.	.	.	.	.	.	.	.	2.8%	16.6%	-2.9	1086	?	-0.485	-0.257	-0.478	0.775
COCCN(C(=S)Nc1ccc(OC)cc1)C1CCN(C(C)=O)CC1	0.8%	i	-1.5	-1.03	1431	1.9	2.2	5.8	22.3%	2.4%	0.5	1118	6.2%	0.717	-0.225	0.433	-0.28
N#CC1=C(N)Oc2cc(N)ccc2C1c1cccnc1 (stereo unspecified)	-0.1%	i	2.4	0.47	1212	23.8*	9.8*	60.0*	12.3%	6.9%	-0.4	531	-1.0%	-0.891	0.327	0.175	0.841
O=C(NCCN1CCOCC1)C1CCN(S(=O)(=O)N2CCCCC2)CC1	-1.1%	i	8.0	1.41	1390	3.0	3.3	9.7	2.3%	1.4%	-5.6	967	4.7%	-0.498	-0.335	-0.487	0.782
O=C(Nc1ccccc1)C1=C[C@H](c2coc3ccccc3c2=O)C[C@H](OCCCCO)O1	-1.8%	i	-7.1	-0.43	1398	3.1	1.3	4.7	2.6%	0.6%	-1.2	1135	2.3%	0.0537	0.0112	0.344	0.429
CCCCCCC(=O)Nc1c2c(nc3ccccc13)N(C)CC2	1.1%	i	-8.7	-0.25	1241	1.4	1.1	7.8	12.0%	4.9%	2.0	1225	2.1%	-0.816	-0.0446	-0.508	0.333
CN1C(=O)/C(=C/c2ccccc2OCc2cccc(F)c2)NC1=S	-2.2%	i	-20.1	1.27	2018	3.0	1.7	7.1	-6.9%	9.4%	1.6	1055	-0.2%	-0.0423	-0.221	-0.328	0.202
Cc1cc2cc(C)c(NCCNC(=O)c3ccccc3Cl)nc2cc1C	-2.3%	i	-5.6	.	.	1.7	1.5	6.1	-16.5%	4.9%	-5.6	1052	-0.3%	-0.417	-0.232	-0.446	1.14
CCOC(=O)N1CCC(NC(=O)c2sc3nc4n(c(=O)c3c2C)CCCC4)CC1	1.7%	i	0.4	.	.	0.9	1.1	8.5	10.5%	8.2%	-12.3	1407	1.5%	-0.0954	-0.283	0.267	0.591
O=C(CCC1CCCC1)Nc1ccc(OCC(=O)N2CCOCC2)cc1	-4.2%	i	-4.8	-0.18	1288	2.7	1.6	6.7	11.3%	4.6%	-0.7	1259	0.6%	-1.03	-0.226	-0.437	-0.0659
CC(C)C(CCN1C(=O)CCC1=O)C1CCOC(C)(C)C1 (stereo unspecified)	.	i	2.2	0.37	1265	1.4	2.3	7.4	1.3%	0.2%	-1.3	1031	0.3%	-0.422	-0.309	-0.277	0.78
O=C1CCCN1CCC1CCCCN1Cc1nc(-c2cnccn2)no1 (stereo unspecified)	-2.5%	i	-43.4	-0.04	1407	4.4	2.0	1.9	3.7%	-4.1%	-1.3	1200	0.0%	0.257	-0.225	0.242	-0.649
Cc1cc(NS(=O)(=O)c2ccc(Nc3nc(-c4sc(N)nc4C)cs3)cc2)no1	0.3%	i	3.4	-0.88	1301	2.4	0.9	8.5	9.9%	17.9%	-1.0	1164	-0.9%	-0.911	-0.239	-0.257	0.471
Cc1ccc(Cn2c(NCCCn3ccnc3)nc3c2c(=O)n(C)c(=O)n3C)cc1	-3.1%	i	9.0	.	.	5.0	4.2	5.4	-4.4%	-0.1%	-2.0	862	-0.4%	-1.15	-0.0622	-0.468	0.602
O=C(CCCN1C(=O)C2CCCCN2C1=O)N1CCN(c2ccc([N+](=O)[O-])cc2)CC1 (stereo unspecified)	-0.7%	i	16.3	0.14	1811	2.7	3.0	10.7	5.2%	7.2%	1.1	1064	0.6%	0.276	-0.159	0.608	1.03

Additional entries follow.
SMILES	CSM14.1 death rescue	Autophagy mod	Autophagy mod cell loss 18 h	Insulin prom up	Insulin prom up cell count	MT stabilizer	MT stabilizer Hoechst-high %	MT stabilizer cytotoxicity %	M17LAP inhibition	P. falciparum M1AAP	bCat nuc transl	bCat nuc transl cell count 5 µM	UTI89 phage lysis	Dynein transport	Dynein transport cytoplasmic EGFP	Dynein transport nuclear GR-EGFP	Dynein transport cell count
O=C1NCC(CN(c2ccccc2)c2ccccc2)O1 (stereo unspecified)	-0.6%	i	4.8	-0.31	1013	3.9	1.3	3.3	-2.0%	6.7%	0.2	1138	0.2%	-0.213	-0.33	0.199	0.233
c1ccc(-c2nnc(-c3ccco3)o2)cc1	0.5%	i	11.2	0.04	761	1.9	1.8	7.5	-5.1%	6.1%	0.0	1034	1.1%	-0.809	-0.231	-0.245	0.822
CCOC(=O)c1ccc(N2CC(O)=C(c3nc4ccccc4c(=O)[nH]3)C2=N)cc1	3.4%	i	0.8	0.37	1272	2.7	1.8	3.2	-7.0%	4.2%	1.4	991	0.7%	0.484	1.94	0.795	-0.183
CCN1CCCC1CNCC(=O)Nc1ccc(OC(F)(F)F)cc1 (stereo unspecified)	.	.	.	0.16	978	.	.	.	-7.3%	-5.5%	1.4	1356	0.3%	2.03	-0.154	1.56	-1.85
CNC(=S)NC12CC3CC(CC(C3)C1)C2	-2.2%	i	-11.3	0.05	1425	1.7	2.5	12.4	-8.9%	10.8%	0.2	1453	0.1%	2.21	-0.202	0.699	-0.665
Cc1ccc2nc(Cl)c(CNCc3ccccc3)cc2c1	-2.0%	i	4.6	0.07	1657	3.0	3.1	5.5	7.1%	1.6%	-0.8	944	0.0%	-1.22	-0.103	-0.624	0.72
COc1ccc(NC(=O)CC2C(=O)N(C)C(=S)N2Cc2ccncc2)cc1 (stereo unspecified)	-0.1%	i	3.7	0.55	1565	5.4	1.3	21.4	3.2%	2.2%	-2.8	954	2.0%	-0.403	-0.302	0.525	-0.504
O=C(c1cccc(C(F)(F)F)c1)N1CCN(c2cc(=O)[nH]nc2-c2ccccc2)CC1	-1.6%	i	6.2	.	.	0.6	1.7	14.6	8.4%	-2.7%	.	.	0.4%	-0.97	0.399	-0.644	2.25
O=C(CSc1ncn(-c2ccccc2)n1)N1CCN(c2ccccc2)CC1	-3.6%	i	0.9	2.17	1159	3.0	2.0	6.8	16.5%	4.4%	.	.	-0.2%	1.74	-0.288	0.724	0.23
O=Cc1cn[nH]c1-c1cccc([N+](=O)[O-])c1	-0.2%	i	-6.6	-0.94	1067	3.1	3.3	6.4	48.6%	1.4%	-0.8	1118	-0.3%	0.0754	-0.374	-0.0506	1.27
CCO[C@H]1OC(C(=O)NCc2ccccc2)=C[C@@H](c2ccc3c(c2)OCO3)[C@@H]1CCCO	-0.1%	i	9.7	-0.33	1387	2.6	2.0	6.2	1.2%	-3.2%	0.9	1029	-0.3%	1.9	0.047	1.69	-2.12
O=C(CN(CCc1ccccc1)C(=O)Cn1nnc(-c2cccs2)n1)NCc1ccco1	0.7%	i	6.2	0.71	1052	4.4	3.3	10.0	19.0%	23.0%	-2.2	1118	2.4%	3.86	1.44	3.07	-3.11
